# High-throughput results (PubChem BioAssay)
# Hsp70 inhibitors: Hsp70 inhibitors, probe displacement, primary screen, biochemical, fluorescence polarization (AID 583). 140,000 tested, 0.06% active. Hsp70 fluorescence polarization probe displacement, mP; higher % means a stronger effect. displacement, % at 20 µM, or IC50 in µM where a hit was titrated; in the data active = displacement above about 50%;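 also: plate controls were vehicle for no effect and reference ligand for full effect; a part of the inactive calls stands beside numbers as strong as those of hits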
# MKP-3 inhibition: MKP-3 phosphatase inhibitors, primary screen, biochemical, rat enzyme, in vitro (AID 425) | one-dose inhibition, % at 20 µM; IC50 in µM for titrated hits | recombinant MKP-3 phosphatase activity, fluorescence; higher % means a stronger effect | 110,000 tested, 0.17% active; in the data active = inhibition above about 50%;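 also: plate controls were vehicle for no effect and reference inhibitor for full effect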
# * hit, by the source's call; . = no result given.
# Start of the listing, in advance (4 entries):
Hsp70 inhibitors	MKP-3 inhibition	mol
5.9%	-5.3%	CC1CCCC(C)N1C(=O)CSc1nnc(CSc2ncccn2)n1C (configuration not stated)
5.6%	-2.3%	CCOc1ccc(C(=O)NCc2ccncc2)cc1
2.8%	-6.2%	COc1ccc(-c2noc(CN(C)S(=O)(=O)c3ccc(Cl)cc3)n2)cc1OC
-0.8%	-0.9%	O=C(/C=C/c1ccc([N+](=O)[O-])cc1)Nc1ccccc1Cl

# The whole of this part, previewed entries included:
Hsp70 inhibitors	MKP-3 inhibition	mol
5.9%	-5.3%	CC1CCCC(C)N1C(=O)CSc1nnc(CSc2ncccn2)n1C (configuration not stated)
5.6%	-2.3%	CCOc1ccc(C(=O)NCc2ccncc2)cc1
2.8%	-6.2%	COc1ccc(-c2noc(CN(C)S(=O)(=O)c3ccc(Cl)cc3)n2)cc1OC
-0.8%	-0.9%	O=C(/C=C/c1ccc([N+](=O)[O-])cc1)Nc1ccccc1Cl
1.4%	1.7%	CCCC(=O)c1cc(-c2nc3ccccc3n2C)n(C)c1
-1.9%	1.9%	COc1ccccc1N1CCN(C(c2ccc(C)cc2)c2nnnn2C(C)C)CC1 (configuration not stated)
-0.6%	-2.6%	O=C(Nc1nc2ccccc2n1Cc1ccc(Cl)cc1)c1ccccc1
-3.2%	.	Cc1ccc(N(CC(O)Cn2c3ccccc3c3ccccc32)S(C)(=O)=O)c(C)c1 (configuration not stated)
3.3%	-9.7%	COc1ccc(C(=O)CSc2nnc(-c3ccccc3)o2)cc1
1.6%	-6.5%	CC(C)(C)n1nc2c(c1NC(=O)c1ccco1)CS(=O)C2 (configuration not stated)
-4.0%	.	CCSc1nnc([C@H](Cc2ccccc2)NC(=O)OC(C)(C)C)o1
12.4%	6.0%	CCN(CC)c1ccc(C=N/C(C#N)=C(\N)C#N)cc1
2.3%	-9.2%	CCSc1nnc(-c2cccc(S(=O)(=O)N(CC)CC)c2)n1Cc1ccccc1
3.2%	0.5%	COc1ccccc1/C=C/C=NN1CCN(Cc2ccccc2)CC1
1.1%	1.9%	COC(=O)c1c(NC(=O)c2ccc(OC)c(OC)c2)sc2c1CCC(C)C2 (configuration not stated)
8.1%	.	Cc1onc(-c2c(Cl)cccc2Cl)c1C(=O)n1nnc2ccccc21
-3.1%	-6.5%	CCN1C(=O)OC2(CCCCC2)C1(C)O (configuration not stated)
-2.3%	2.0%	CCOc1ccc2nc(NCCNS(=O)(=O)c3ccccc3)c(C#N)cc2c1
-0.6%	7.4%	O=C(Nc1ccc(Cl)cc1)N1CCC(c2nc(-c3ccc(F)cc3)no2)CC1
2.6%	1.0%	COc1ccc(-c2cc(C(=O)N3CCCC3)c3ccccc3n2)cc1OC
3.2%	-13.6%	CCc1cc2c(NCc3ccco3)ncnc2s1
1.6%	-4.9%	COc1ccc2c(Cl)c(C(=O)NCc3ccc4c(c3)OCO4)sc2c1
-2.1%	-1.7%	CC(C)c1ccc(N2C(=O)[C@@H]3Cc4ccccc4CN3C2=O)cc1
0.1%	.	O=C(CCSc1nnc2ccc3ccccc3n12)Nc1ccc(F)cc1
3.5%	-2.7%	CCOC(=O)c1ccccc1N(C(=O)C(F)(F)F)C1C=CS(=O)(=O)C1 (configuration not stated)

# Complete entries, quoted from the list. Order of screens: Hsp70 inhibitors | MKP-3 inhibition
# COc1ccc(C(=O)CSc2nnc(-c3ccccc3)o2)cc1 reads 3.3% | -9.7%
# CCCC(=O)c1cc(-c2nc3ccccc3n2C)n(C)c1 reads 1.4% | 1.7%
# CCc1cc2c(NCc3ccco3)ncnc2s1 reads 3.2% | -13.6%
# CCSc1nnc([C@H](Cc2ccccc2)NC(=O)OC(C)(C)C)o1 reads -4.0% | .
# COc1ccc2c(Cl)c(C(=O)NCc3ccc4c(c3)OCO4)sc2c1 reads 1.6% | -4.9%

# Following part
Hsp70 inhibitors	MKP-3 inhibition	mol
-5.9%	0.5%	CCn1nc(C(=O)Nc2ccc(S(=O)(=O)Nc3nccs3)cc2)c2ccccc2c1=O
-1.4%	-4.7%	CCOC(=O)NC1C=CS(=O)(=O)C1 (configuration not stated)
1.2%	.	CC(C)n1c(-c2ccc(C(C)(C)C)cc2)n[nH]c1=S
0.5%	-11.5%	Cc1ccc2oc(=O)c3cnn(CC(=O)NCCC(C)C)c3c2c1
1.8%	-0.2%	O=C(Nc1nc2ccc([N+](=O)[O-])cc2s1)c1cccc(Oc2ccccc2)c1
2.3%	-0.4%	Cc1ccc(C2CC(C(F)(F)F)n3ncc(C(=O)Nc4ccc(OC(F)(F)F)cc4)c3N2)cc1 (configuration not stated)
2.3%	-3.8%	Cc1n[nH]c(C)c1SCC(=O)Nc1ccc(F)cc1
4.6%	-4.5%	CNC(=O)CN(c1cccc([N+](=O)[O-])c1)S(=O)(=O)c1ccccc1
0.4%	-2.2%	CC1=NN(c2ccccc2)C(=O)C1/C=C1\C(=O)NC(=O)N(c2ccc(C)cc2)C1=O (configuration not stated)
6.0%	.	COCCCNC(=O)Cn1nnc(-c2ccc(NC(=O)c3ccccc3F)cc2)n1
-2.2%	.	CC(C)CCNC(=O)CCCOc1ccccc1
-2.7%	-7.6%	COc1cc(C)nc(NCc2ccccc2)n1
-0.2%	-0.4%	Cc1nc2nc(C)n(-c3ccccc3)c2s1
-5.1%	-12.6%	C=CCn1c(C)c(C(C)=O)c(N2CCOCC2)nc1=S
-5.9%	-0.2%	CCCCCC/C(=N\NC(=O)c1ccncc1)c1ccccc1
0.8%	-3.1%	COc1ccc(C(=O)Nc2cccc(OC)c2)cc1
-3.9%	-4.9%	CC(NC(=O)c1cc2n(n1)C(C(F)(F)F)CC(c1ccc(Br)cc1)N2)c1ccccc1 (configuration not stated)
2.0%	-0.1%	Cc1csc2nc(CNC(=O)C3CC=CCC3C(=O)O)cn12 (configuration not stated)
-0.2%	0.7%	COc1ccc(-c2nnc(N)s2)cc1OC
2.7%	1.0%	O=C1/C(=C\c2cccc(C(F)(F)F)c2)SC(=S)N1Cc1ccccc1
-17.9%	4.9%	CCN(C(=O)c1ccc(C(C)(C)C)cc1)c1nnc(Cn2nnc3ccccc32)s1
0.8%	-5.8%	O=C1CCCC2=C1C(c1ccc3c(c1)OCO3)c1c([nH]n(-c3ccccc3)c1=O)N2 (configuration not stated)
-4.2%	.	O=C(NC1CCCCC1)c1ccc(Cn2cc(Cl)cn2)cc1
2.1%	5.2%	CCCN1CN(Cc2ccco2)c2nc3ccccc3n2C1
-0.3%	-5.3%	CC1CC(=O)c2cnc(Nc3cccc(C(F)(F)F)c3)nc2C1 (configuration not stated)

Hsp70 inhibitors	MKP-3 inhibition	mol
4.1%	.	CC(C)c1nnc(SCC(=O)N2CCOCC2)n1C
.	-7.0%	COc1ccccc1NC(=O)CCN1CCCCCC1
6.4%	.	Cc1nc2ncnn2c(C)c1CCC(=O)N1CCN(Cc2ccccc2)CC1
4.1%	-1.6%	Cc1ccc(S(=O)(=O)N2CCCC2C(=O)OCC(=O)Nc2ccc3c(c2)OCO3)cc1 (configuration not stated)
-0.5%	-7.3%	CCc1cc(=O)oc2cc(C)c3c(C)coc3c12
3.6%	.	CC(=O)Nc1ccc(OC(=O)c2ccco2)cc1
6.6%	-1.3%	CC(C1CC1)N(Cc1ccccc1)C(=O)Nc1cccc([N+](=O)[O-])c1 (configuration not stated)
-0.7%	-4.3%	Cn1c(CNC(=O)Nc2ccccc2)nnc1SCc1ccccc1
-4.8%	1.1%	COC(=O)c1ccc(-n2nnnc2SCC(=O)NCc2cccc(C(=O)O)c2)cc1
-1.2%	0.7%	CCOc1ccc(NC(=O)c2ccc(Cl)c(Cl)c2)cc1
7.6%	-1.9%	COC(=O)c1ccc(OC)c(CSc2nnc(COc3cccc(C)c3)o2)c1
1.1%	-1.3%	COC(=O)CSC1=C(C#N)C(c2ccc(Cl)cc2)C2=C(CC(C)(C)CC2=O)N1 (configuration not stated)
4.7%	-0.3%	O=C(Nc1cccc(Cl)c1)Nc1nnc(-c2ccncc2)s1
32.6%	24.0%	Cc1ccc(C)n1/N=C1\NC(=O)CS1
-2.8%	.	Cc1ccccc1NC(=O)c1sc2nc3c(c(-c4ccco4)c2c1N)CCCC3
-0.4%	1.8%	CCOC(=O)c1c(C)oc2ccc(OC(=O)c3cc4ccccc4o3)cc12
-13.2%	5.1%	Cc1ccc(S(=O)(=O)NCCSc2ccccn2)cc1[N+](=O)[O-]
-1.7%	-1.7%	Cc1ccsc1-c1ncnn1-c1ccc(Cl)cc1
-0.4%	2.5%	COc1ccc(-c2cc(C(=O)Nc3ncccc3Cl)c3ccccc3n2)cc1OC
0.6%	-1.6%	CCOc1cc(N2CCOCC2)c(OCC)cc1NC(=O)c1nc2nc(C)cc(C)n2n1
2.4%	-5.0%	Cc1ccccc1N(C)S(=O)(=O)c1ccc2[nH]cc(C(=O)NCC3CCCO3)c(=O)c2c1 (configuration not stated)
2.7%	2.8%	COc1cc(C(=O)OCC(=O)N(C)Cc2ccccc2)cc(OC)c1OC
-0.9%	-7.6%	O=C(Cc1cc(=O)[nH]c(=O)[nH]1)NCC1CCCO1 (configuration not stated)
3.7%	-3.2%	CSc1nc2c(c(-c3ccc(O)cc3)c1C#N)CCC2
1.9%	0.0%	CCOC(=O)c1c(NC(=O)COc2ccccc2)sc2c1CCN(C(=O)OCC)C2

Hsp70 inhibitors	MKP-3 inhibition	mol
6.3%	-1.3%	O=C1c2ccccc2C(=O)c2c1cccc2S(=O)(=O)NNc1ccccc1
6.1%	-0.9%	CC(C)OCCCNC(=O)CCN1C(=O)COc2ccccc21
-1.1%	1.8%	NC(=O)c1cc(S(=O)(=O)N2CCOCC2)ccc1Cl
1.9%	-8.3%	CCn1nnnc1Oc1ccc(Cl)cc1
2.5%	-10.2%	CCn1c(SCC(=O)c2ccc(OC)cc2)nnc1C(C)NC(=O)c1ccc(OC)cc1 (configuration not stated)
4.1%	-7.2%	O=S(=O)(c1ccccc1)c1cccc(S(=O)(=O)N2CCCCC2)c1
5.8%	-6.0%	Cc1ccc(NC(=O)C(C)Sc2nnc(-c3cccnc3)o2)cc1 (configuration not stated)
-1.1%	0.4%	COc1ccc(CCNC(=O)C(=O)Nc2ccc(OC)cc2)cc1
-2.0%	-6.8%	COc1cc2c(C#N)c(N3CCN(c4ccccc4OC)CC3)nc(N)c2c(N)n1
-4.5%	0.6%	CCOC(=O)c1sc2ncnc(N3CCN(C(=O)OCC)CC3)c2c1C
1.2%	-1.3%	O=C(NCCCCNC(=O)c1c(F)c(F)c(F)c(F)c1F)c1c(F)c(F)c(F)c(F)c1F
1.0%	-2.5%	COc1ccc(-c2nn3c(COc4ccccc4)nnc3s2)cc1OC
-1.9%	-2.6%	CC(C)=CCC/C(C)=C/C1OCCCO1
-1.6%	2.5%	CCOC(=O)c1c(NC(=O)c2c(-c3c(Cl)cccc3Cl)noc2C)sc2c1CCCC2
-2.6%	3.6%	COc1ccc(C2CC(=O)C3=C(C2)Nc2ccccc2NC3c2ccc(F)c(F)c2)cc1OC (configuration not stated)
-2.9%	.	O=C1CC(N2CCN(c3ccccc3F)CC2)C(=O)N1c1ccc(F)cc1 (configuration not stated)
-0.1%	-3.1%	CC1CCC(N2CCN(C(=O)c3ccc(F)cc3)CC2)CC1 (configuration not stated)
-0.4%	-2.6%	CN(C)c1cccc(NC(=O)c2cc3ccccc3o2)c1
3.6%	.	COc1ccc(CCNc2cc(-c3ccccc3)nc3ncnn23)cc1
-0.6%	.	CC(=O)N1c2ccccc2NC(=O)C1(C)C
2.2%	-16.3%	CC1CCC2(CC1)NC(=O)N(CC(=O)NC(=O)NC1CCCC1)C2=O (configuration not stated)
-1.7%	4.1%	COc1ccc(C(=O)NC(N2CCOCC2)C(Cl)(Cl)Cl)cc1OC (configuration not stated)
2.4%	.	CCOC(=O)N=S(=O)(Oc1ccc([N+](=O)[O-])cc1)c1ccccc1 (configuration not stated)
1.6%	-5.5%	Nc1ccc(CCc2nc3ccccc3o2)cc1
1.1%	4.9%	C=CCN1C(=O)/C(=C\c2cn(CCOc3cccc(OC)c3)c3ccccc23)SC1=S

Hsp70 inhibitors	MKP-3 inhibition	mol
10.7%	-5.2%	CCOc1ccc2[nH]c(=O)c(=O)[nH]c2c1
6.1%	.	CCOc1ccc(-c2c(=O)n(OCc3ccccn3)c3ccccc3[n+]2[O-])cc1
1.6%	-0.1%	COc1ccc(/C=C2/SC(=O)N(CNc3ccc(Br)cc3C)C2=O)cc1
-9.6%	1.3%	CCCCOc1ccc(-c2ncc(Cl)cn2)cc1
-0.5%	3.0%	COC(=O)c1ccc(OC)cc1OCCN1CCOCC1
2.2%	0.7%	CCc1ccc(S(=O)(=O)NNc2ccccc2)cc1
-1.7%	2.4%	O=C(O/C(=C/c1nccn1Cc1ccccc1Cl)c1ccc(F)cc1)c1ccc(F)cc1
3.2%	0.9%	CC(C)CC(=O)Nc1ccc(F)c([N+](=O)[O-])c1
-1.8%	-2.2%	N#CCCCSc1nnc(-c2ccccn2)o1
1.6%	5.8%	O=C(c1ccc(Cn2cc(Br)cn2)cc1)N1CCN(c2ccccc2)CC1
-5.8%	-15.2%	COc1cccc(-n2c(=O)[nH]cc(C(=O)Nc3ccc4c(c3)OCCO4)c2=O)c1
-2.9%	.	CCOC(=O)C1CCN(S(=O)(=O)c2cccc(-c3cn4cc(Cl)ccc4n3)c2)CC1

# Only part of the results is shown; the hit share may differ from the screen's.
